# High-throughput results: PubChem, Sanford-Burnham Center for Chemical Genomics
# HKDC1 inhibitor – HKDC1 (human) hexokinase inhibition | Q2TB90 | recombinant HKDC1, G6PDH/diaphorase resazurin coupled fluorescence | inhibition, % at 20 µM | actives 0.16% (n = 340,000) | AID 493160;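 active = inhibition above about 35% when tested at 20 µM, limit read from the data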;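 note: plate controls were DMSO wells with enzyme for no effect and DMSO wells lacking enzyme for full effect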
# Target sequence (Q2TB90 whole entry, looked up): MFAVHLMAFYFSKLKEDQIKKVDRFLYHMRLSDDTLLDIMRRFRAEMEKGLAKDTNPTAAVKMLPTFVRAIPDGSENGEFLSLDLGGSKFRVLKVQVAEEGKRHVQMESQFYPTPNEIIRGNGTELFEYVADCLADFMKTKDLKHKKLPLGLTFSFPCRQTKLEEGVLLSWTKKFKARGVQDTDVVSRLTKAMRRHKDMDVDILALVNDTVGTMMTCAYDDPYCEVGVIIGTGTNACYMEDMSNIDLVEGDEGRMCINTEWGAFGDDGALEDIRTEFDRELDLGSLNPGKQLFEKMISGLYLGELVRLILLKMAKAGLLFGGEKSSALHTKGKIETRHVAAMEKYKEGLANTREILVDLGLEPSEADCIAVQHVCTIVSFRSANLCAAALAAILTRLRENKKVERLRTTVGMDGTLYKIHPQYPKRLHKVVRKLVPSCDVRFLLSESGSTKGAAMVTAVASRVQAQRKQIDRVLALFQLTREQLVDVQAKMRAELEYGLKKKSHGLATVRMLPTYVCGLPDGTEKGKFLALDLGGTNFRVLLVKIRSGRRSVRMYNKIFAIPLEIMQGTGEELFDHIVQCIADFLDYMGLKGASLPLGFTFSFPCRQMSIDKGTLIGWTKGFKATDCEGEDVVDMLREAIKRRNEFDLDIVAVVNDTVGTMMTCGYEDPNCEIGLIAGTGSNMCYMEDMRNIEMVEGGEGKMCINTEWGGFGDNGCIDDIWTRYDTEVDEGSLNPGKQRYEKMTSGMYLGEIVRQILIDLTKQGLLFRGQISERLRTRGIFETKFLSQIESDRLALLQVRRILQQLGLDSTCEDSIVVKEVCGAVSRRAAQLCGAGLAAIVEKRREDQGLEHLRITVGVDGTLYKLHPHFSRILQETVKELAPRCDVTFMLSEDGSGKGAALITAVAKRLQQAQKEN
#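 Assay system: in-house recombinant HK5 (HKDC1) enzyme. Input: HKDC1 at 5 µg/mL. Medium: Tris pH 8.0 buffer with MgCl2, Tween-20, BSA, BME. Dosing: single 20 µM dose. Schedule: 90 min reaction incubation at room temperature, dark. Signal: resazurin-to-resorufin fluorescence via G6PDH and diaphorase coupling, 525/613 nm. Controls: DMSO-enzyme wells negative, buffer-substituted wells positive.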
# SENP8 block-1 – blocks the human protease SENP8 | purified SENP8, Z-RLRGG-aminoluciferin cleavage, luminescence | actives 1.2% (n = 330,000) | inhibition, % at 10 µM | AID 2540 | Q96LD8; in the data active = inhibition above about 50%
# SENP1 inh – blocks the human SENP1 SUMO protease catalytic domain; Q9P0U3; recombinant SENP1 catalytic domain, CyPet-SUMO1-YPet FRET cleavage; inhibition, % at 10 µM; actives 0.21% (n = 360,000); AID 624204;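 active = inhibition at least 30% at 10 µM, raw YFP signal under a set limit, fluorescence ratio 0.5 to 1.5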;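 note: 0% = enzyme with DMSO and 100% = no enzyme wells; some results filed as inactive read as strong as hits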
#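 Compound: 10 µM single point, 0.5% DMSO; Test system: hSENP1 catalytic domain, recombinant; Timing: 50 min reaction at room temperature; Technique: FRET, CFP and YFP emission; Control set: no-enzyme wells low, DMSO-plus-enzyme wells high control.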
# Apaf-1 inh – human Apaf-1 inhibition | reconstituted apoptosome caspase-3 activity, DEVD-Rh110 fluorescence | actives 0.71% (n = 330,000) | inhibition, % at 20 µM; active = inhibition of at least 40% at 20 µM;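 note: plate controls were DMSO wells for no effect and DEVD-CHO caspase inhibitor wells for full effect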
#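 System: Apoptosome proteins | Medium: Hepes pH 7.5 with detergent and BSA | Also added: Cytochrome c trigger plus (Z-DEVD)2-Rh110 caspase-3 substrate | Incubation: 30 min compound preincubation, 50 min activation, room temperature | Detection: Rhodamine 110 fluorescence at Ex 480/Em 540 nm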
# SENP8 block-2 – inhibitors of human SENP8 protease; Q96LD8; recombinant SENP8, Nedd8 substrate fluorescence; inhibition, % at 20 µM; actives 0.64% (n = 360,000); AID 602440; in the data active = inhibition mostly above about 40%, no sharp cut-off; inactive = mostly below about 27%
# SENP6 block – SENP6 protease inhibition | Recombinant SENP6 catalytic domain, aminoluciferin luminescence | inhibition, % at 10 µM | Q9GZR1 | actives 1.8% (n = 330,000);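 active = inhibition above about 50% at the single tested dose, limit read from the data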;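 note: plate controls were DMSO wells with enzyme for no effect and DMSO wells lacking enzyme for full effect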
# SENP7 inh – inhibitors of human SENP7 protease. Q9BQF6. recombinant SENP7, Z-RLRGG-aminoluciferin luminescence, 40 min. inhibition, % at 5 µM. actives 1.5% (n = 330,000);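 active = inhibition above about 50% at the single test dose, limit read from the data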;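 note: plate controls were DMSO with enzyme for no effect and no enzyme buffer wells for full effect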
# PfGluPho inh – PfG6PD (Plasmodium falciparum) enzyme inhibition. actives 0.78% (n = 350,000). PfGluPho enzyme, NADPH resazurin-diaphorase fluorescence. inhibition, % at 20 µM. AID 504690;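 active = inhibition reaching at least a set limit at 20 µM in the primary screen, cut at about 59% in these data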;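 note: 0% = DMSO wells with substrate and 100% = DMSO wells lacking glucose-6-phosphate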
# * hit, by the source's call; i = inactive; nt = no result given.
SMILES,HKDC1 inhibitor,SENP8 block-1,SENP1 inh,Apaf-1 inh,SENP8 block-2,SENP6 block,SENP7 inh,PfGluPho inh
COc1ccc(-n2c(SCC(=O)c3c(N)n(C)c(=O)n(C)c3=O)nc3ccccc32)cc1,-6,0,-1,5,10,-14,1,16
O=C(CN(c1cccc(Cl)c1)S(=O)(=O)c1ccc(Cl)cc1)N1CCc2ccccc2C1,-10,-2,-1,12,14,18,5,19
CC1CN(C(=O)c2cccc(S(=O)(=O)N3CCOCC3)c2)CC(C)O1 (stereo not drawn),4,-1,1,-11,10,-5,5,-6
O=C(CSc1ncccc1-c1nc2ccccc2[nH]1)Nc1ccc2c(c1)OCCO2,1,4,8,6,-104,3,17,-5
Cc1ccc(C2CC(c3cccs3)=NN2C(=O)c2ccco2)o1 (stereo not drawn),2,-12,2,23,-110,-6,-7,13
C#CCOCCOCCOCCNc1nc(N2CCN(C(=O)[C@H](C)n3cc(CCC(=O)O)nn3)CC2)nc(N2CCN(C(=O)[C@H](Cc3ccc(O)cc3)n3cc(CCO)nn3)CC2)n1,-1,nt,3,nt,10,nt,nt,-8
COc1cccc(N(CC(=O)NCC2CCCO2)C(=O)CCC(=O)Nc2nccs2)c1 (stereo not drawn),-10,-1,2,0,11,-13,-11,0
COCCNC(=O)Cn1c(=O)n(CCC(=O)NCCc2ccccc2)c(=O)c2ccccc21,-9,-6,1,-3,4,-7,0,-8
CC(=O)c1ccc(N(C(=O)CNC(=O)c2ccco2)C(C(=O)NC2CCCC2)c2ccco2)cc1 (stereo not drawn),-8,-13,1,10,2,-17,-10,0
COc1cc(/C=N/O)cc(Cl)c1OC,-4,-5,0,0,-8,-12,-1,1
CNC(=O)CSCCn1c(SCC(=O)NC)nc2ccccc2c1=O,-3,4,0,-1,2,1,1,7
O=C(c1cc2nc(-c3ccccc3)cc(C(F)(F)F)n2n1)N1CCN2CCCC2C1 (stereo not drawn),-5,3,-2,-4,-115,-25,6,-2
O=C(Nc1ccc(S(=O)(=O)N2CCOCC2)cc1)C1CCCCC1,-1,-3,1,4,17,-7,8,-2
O=C(CCc1nnc(CCCCc2ccccc2)o1)N1CCCCC1CCO (stereo not drawn),-7,0,4,0,18,11,4,-14
Cc1cc(OCCCC(=O)N2CCCCC2)cc(C)c1Cl,-4,-4,1,15,14,-11,-2,2
O=C(Nc1cccnc1Cl)c1ccc(S(=O)(=O)N2CCCCCC2)cc1,0,-1,0,1,12,11,-1,10
CC(=O)Nc1cc(C(=O)N2CCc3ccccc3C2)ccc1Sc1ccc(C)cc1,4,2,3,16,7,1,1,-3
COc1ccc(C(=O)OCC(=O)C(C)(C)C)cc1S(=O)(=O)N(C)CCc1cccnc1,-3,4,1,0,6,16,4,-13
CC1CCN(C(=O)CN(c2ccc(Oc3ccccc3)cc2)S(C)(=O)=O)CC1,2,5,1,18,20,-7,11,-10
CCN(c1ccc(NC(=O)COC(=O)CCC(=O)c2ccc(F)cc2)cc1)C(C)C,4,0,0,4,13,-15,8,34
Cc1cc(OCC(=O)NCC2CCC(C(=O)O)CC2)c2c(C)c(C)c(=O)oc2c1 (stereo not drawn),5,1,2,11,-195,0,4,-7
CCC(NS(=O)(=O)c1ccc2c(c1)NC(=O)C(C)C(=O)N2)c1cccs1 (stereo not drawn),3,3,2,10,3,-8,2,-11
O=C(N[C@@H](Cc1ccccc1)C(=O)OCc1ccccc1)c1nc[nH]c1C(=O)N1CCN(c2ccccc2)CC1,2,-14,-32,31,-10,-18,-9,15
Cc1cccc(C(=O)NCC(=O)N(C)CC(=O)Nc2ccc(N3CCOCC3)cc2)c1,-3,12,1,-5,5,0,7,-5
COC(=O)c1ccc(Cl)c(NC(=O)Cc2ccccc2[N+](=O)[O-])c1,5,3,0,-6,20,15,8,-13
CCOc1ccc2c(CC)cc(=O)oc2c1OCC,-8,5,2,2,-200,-3,1,-16
CC(C)NC(=O)c1ccccc1NC(=O)CS(=O)(=O)Cc1ccccc1,-9,-3,1,8,6,-13,-7,7
O=c1oc(CCO)cc2ccc(C#Cc3ccsc3)cc12,0,17,0,5,i,19,20,8
O=C(Nc1nc(=O)c2ccccc2s1)c1ccc(F)cc1,5,20,0,-8,4,-9,37,39
CCOC(=O)c1ccc(NC(=S)N(CCN(C)C)Cc2cccs2)cc1,1,5,1,5,6,-7,8,19
Cc1ccc(NC(=O)Cn2cccc2C2=NC(c3ccccc3)CO2)c(C)c1 (stereo not drawn),-14,-13,0,10,5,2,-3,7
CCC(Sc1nc2c(c(=O)[nH]1)CCC2)C(=O)Nc1cccc(OC)c1 (stereo not drawn),-4,7,0,-10,9,-9,6,4
O=C(Nc1c2c(nn1-c1ccc([N+](=O)[O-])cc1)CS(=O)(=O)C2)c1ccccc1F,-3,2,-1,-2,13,-9,0,7
COCCNc1c(-c2ccc(OC)c(OC)c2)nc2ccc(Cl)cn12,1,0,-23,-3,-391,14,8,10
Cc1ccc(SCC(=O)NCCc2ccc(F)cc2)cc1,-6,-6,1,1,11,-3,-3,0
O=C(CCN1CCCC1)Nc1ccc(Br)cc1,-4,0,-3,-2,8,-10,6,-6
CCOC(CNC(=O)c1cc(C)nn1-c1ccccc1)OCC,-9,1,0,1,13,-8,-1,12
OCCC1CN(Cc2cnc(-c3cccc4ccccc34)nc2)CCN1C1CCCCC1 (stereo not drawn),-4,1,2,-18,-5,-11,0,0
N#CC1=C(N)Oc2n[nH]c(-c3ccncc3)c2C1c1ccsc1 (stereo not drawn),-3,-2,2,17,19,-12,-10,8
O=C(NNC(=O)c1ccccc1[N+](=O)[O-])c1csc(N2CCOCC2)n1,-2,1,1,-10,10,-4,-12,-2
C=CCONC(=O)c1cc(OCC(F)(F)F)ccc1OCC(F)(F)F,-7,6,1,-6,23,-3,1,6
O=c1cc2c(n[nH]1)-c1ccccc1CC2,-1,-6,3,-6,11,-10,-10,0
Cc1cc(C)cc(N2CC(O)=C(c3nc4ccccc4c(=O)[nH]3)C2=N)c1,24,-6,3,23,-449,-8,5,11
Cc1ccc(N=Nc2c(C)[nH]n(-c3ccccc3)c2=O)c(C)c1,-11,8,2,15,13,2,6,3
Cc1nc(=O)c(-c2ccccc2)c(C)n1CCCCCC(=O)O,-2,-11,1,11,24,-19,-8,-1
CCN(C(=O)CN1CCOCC1)c1c(N)n(Cc2ccccc2)c(=O)[nH]c1=O,-5,-3,-9,-7,-7,5,-7,0
COc1cc(CNc2ccccc2SC)ccc1O,1,-4,-18,-14,-118,-2,-8,39
O=C(c1ccc(-c2ccccc2)cc1)N1CCN(Cc2ccccn2)CC1,-2,nt,0,nt,5,nt,nt,-5
CCCCC(=O)Nc1ccc2oc(-c3cccnc3)nc2c1,1,-6,-3,-2,-409,-9,-5,7
Cc1ccsc1/C=N/NC(=O)CNC(=O)c1ccco1,-6,2,0,-1,1,-1,6,-3

# Part of the list above, with two lines to a compound.
# Order of values: HKDC1 inhibitor	SENP8 block-1	SENP1 inh	Apaf-1 inh	SENP8 block-2	SENP6 block	SENP7 inh	PfGluPho inh
- O=c1cc2c(n[nH]1)-c1ccccc1CC2
  -1	-6	3	-6	11	-10	-10	0
- Cc1cc(C)cc(N2CC(O)=C(c3nc4ccccc4c(=O)[nH]3)C2=N)c1
  24	-6	3	23	-449	-8	5	11
- Cc1ccc(N=Nc2c(C)[nH]n(-c3ccccc3)c2=O)c(C)c1
  -11	8	2	15	13	2	6	3
- Cc1nc(=O)c(-c2ccccc2)c(C)n1CCCCCC(=O)O
  -2	-11	1	11	24	-19	-8	-1
- CCN(C(=O)CN1CCOCC1)c1c(N)n(Cc2ccccc2)c(=O)[nH]c1=O
  -5	-3	-9	-7	-7	5	-7	0
- COc1cc(CNc2ccccc2SC)ccc1O
  1	-4	-18	-14	-118	-2	-8	39
- O=C(c1ccc(-c2ccccc2)cc1)N1CCN(Cc2ccccn2)CC1
  -2	nt	0	nt	5	nt	nt	-5

# Going on with the list:
SMILES,HKDC1 inhibitor,SENP8 block-1,SENP1 inh,Apaf-1 inh,SENP8 block-2,SENP6 block,SENP7 inh,PfGluPho inh
CCc1ccc2nc(N(CCCN(C)C)C(=O)c3ccc(S(=O)(=O)N4CCc5ccccc5C4)cc3)sc2c1,-3,2,-2,19,6,-8,17,-5
COC(=O)c1ccc(-c2sc3nc(N4CCOCC4)c4c(c3c2N)CC(C)(C)OC4)o1,-5,9,-21,-9,i,-2,-2,-8
COc1ccc(C(=O)NC2CCN(C(=O)NC3CCCCC3)CC2)cc1,-1,-5,0,11,22,-10,-6,-8
C=CCOc1ccc(/C=C/C(=O)OCC(=O)NCC2CCCO2)cc1 (stereo not drawn),-2,-4,1,0,-10,4,-3,-2
O=C(OCc1cc2ccccc2[nH]c1=O)C1CCCCC1,5,-10,0,17,-35,-19,-5,2
N#Cc1nc(COc2ccccc2Cl)oc1N1CCCCCC1,-1,-2,0,18,6,1,-5,2
CCn1cc(C(=O)NCCC(C)C)c(=O)c2cc(F)c(N3CCN(C)CC3)cc21,5,6,-1,3,-76,-5,-4,-2
Cc1cccn2c(=O)cc(COC(=O)C(C)Oc3ccccc3)nc12 (stereo not drawn),0,6,1,-6,-213,-15,0,-2
Cc1cc(C)c([N+](=O)[O-])cc1NC(=O)CCS(=O)(=O)c1ccccc1,6,2,1,-12,12,-23,-6,17
CN(C)c1nc(SCC#N)nc(N(C)C)n1,2,-10,0,-2,12,7,-2,-13
O=C(Cc1ccccc1F)OCC(=O)N1CCc2ccccc21,15,-9,3,4,8,0,8,18
O=C(CCN1C(=O)S/C(=C\c2cccs2)C1=O)Nc1nccs1,-6,-3,0,-7,19,1,-7,5
Cc1ccc(NC(=O)CNC(=O)c2cccs2)cc1S(=O)(=O)Nc1ccc(Cl)cc1,0,nt,0,nt,11,nt,nt,-15
COc1ccc(N2C(=O)CC2(C#N)c2ccc(OCc3ccccc3)cc2)cc1 (stereo not drawn),-18,0,0,12,-1,-3,9,-8
CCNc1nc(SC(C)C(=O)OC)nc(N2CCOCC2)n1 (stereo not drawn),0,-9,3,3,20,-2,-17,0
Cc1ccc(S(=O)(=O)NCC(=O)OCC(=O)Nc2ccccc2OC(F)F)cc1,-15,2,2,-5,18,-6,-1,-2
Cc1ccc(/C=N/NC(=O)C2COc3ccccc3O2)s1 (stereo not drawn),-1,-7,1,10,7,-20,8,8
CN(C)S(=O)(=O)N1CCN(C(=O)c2ccccc2)CC1,5,1,1,-11,4,1,7,-1
Cc1occc1C(=O)Nc1c(F)c(F)c(F)c(F)c1F,0,3,-1,3,-6,-12,11,1
CC1(C)CC(=O)C=C(NCC(O)c2ccccc2)C1 (stereo not drawn),-7,-12,0,-6,7,-5,0,-4
O=C(CCCn1c(=O)[nH]c2cc(Cl)ccc2c1=O)NCCN1CCN(c2ccccc2)CC1,0,-12,-1,7,16,-9,0,6
Cc1cc(C)n(CC(=O)Nc2cccc(C(F)(F)F)c2)n1,-13,3,1,-3,3,17,6,-14
CCOc1ccc(C2/C(=C(\O)c3c(C)[nH]c(C(=O)OC)c3C)C(=O)C(=O)N2CCN(C)C)cc1 (stereo not drawn),-10,2,-1,-5,13,-9,4,-35
